Screening results: PubChem, several laboratories
m-calpain inh: calpain II (pig) inhibition; 220,000 compounds, 0.37% hits; purified calpain II, fluorogenic peptide substrate, 30 min; inhibition, % at 16 µM;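 active = inhibition above about 50%, limit read from the data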
zVAD death inh: blocks zVAD induced death of L929 cells; viability rescue, % at 10 µM; 220,000 compounds, 0.38% hits; L929 zVAD necroptosis rescue, ATP luminescence, 24 h; with zVAD 60 µM;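 active = activation, scaled between plate controls, above about 75%, limit read from the data; inactive = activation under that limit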;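 also: 0% = zVAD with DMSO and 100% = DMSO alone without zVAD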
Mdm2 ligase inh: Mdm2 E3 ligase (human) inhibition; AID 1230; 210,000 compounds, 0.11% hits; Q00987; signal enhancement, % at 5 µM; cell-based MDM2 ubiquitination luciferase reporter, 2 h; 0 = plate control, 100 = twice control, blank-subtracted;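 active = signal enhancement of 30% or more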;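 also: luminescence tracks abundance of the self-degrading MDM2-luciferase fusion protein; higher signal means inhibition of MDM2 E3 ligase activity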
Target sequence (Q00987 whole entry, looked up, the tested form may be a part): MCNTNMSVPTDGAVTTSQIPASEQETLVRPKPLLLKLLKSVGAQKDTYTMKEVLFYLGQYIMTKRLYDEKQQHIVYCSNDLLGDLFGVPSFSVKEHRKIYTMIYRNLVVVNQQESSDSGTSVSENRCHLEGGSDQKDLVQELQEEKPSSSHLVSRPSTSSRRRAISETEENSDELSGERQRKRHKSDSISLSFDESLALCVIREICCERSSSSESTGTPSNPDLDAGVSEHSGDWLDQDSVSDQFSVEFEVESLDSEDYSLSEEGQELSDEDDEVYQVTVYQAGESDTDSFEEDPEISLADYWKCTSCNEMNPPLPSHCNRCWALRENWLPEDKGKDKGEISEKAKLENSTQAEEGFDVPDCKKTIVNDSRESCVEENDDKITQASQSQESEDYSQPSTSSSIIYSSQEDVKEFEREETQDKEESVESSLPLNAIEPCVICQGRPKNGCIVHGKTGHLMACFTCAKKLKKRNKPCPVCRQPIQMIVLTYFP
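Assay system: mammalian cells stably expressing self-ubiquitinating, self-degrading MDM2 E3–luciferase fusion. Quantity: 2000 cells in each well. Medium: DMEM culture medium. Compound dosing: single-point 5 µM. Timing: cell settling 4 h, compound treatment 2 h, both 37 °C. Technique: luciferase luminescence. Read-out basis: percent signal gain over controls, blank-subtracted. Benchmarks: plate controls and plate blanks.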
PERK inhibitor: inhibitors of human PERK kinase | CHO PERK-DD fusion, SEAP luminescence translation reporter | inhibition, % at 5.6 µM | Q9NZJ5 | 220,000 compounds, 0.17% hits;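 active = inhibition above the mean inhibition of all tested compounds plus 3 SD, set separately per screening campaign, cut at about 2.9% in these data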;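 also: PERK kinase domain activated by AP20187 dimerizer at 100 nM; 0% = DMSO with dimerizer and 100% = rapamycin at 8.4 µM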
Rad51 HR inh: blocks human Rad51 in homologous recombination; Q06609; hRad51 DNA strand exchange, fluorescence dequenching; inhibition, % at 10 µM; 200,000 compounds, 0.085% hits; AID 1385;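 active = inhibition above 40% at the single screening dose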;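 also: 0% = DMSO control wells and 100% = blanks with heterologous ssDNA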
Target sequence (Q06609 whole entry, looked up): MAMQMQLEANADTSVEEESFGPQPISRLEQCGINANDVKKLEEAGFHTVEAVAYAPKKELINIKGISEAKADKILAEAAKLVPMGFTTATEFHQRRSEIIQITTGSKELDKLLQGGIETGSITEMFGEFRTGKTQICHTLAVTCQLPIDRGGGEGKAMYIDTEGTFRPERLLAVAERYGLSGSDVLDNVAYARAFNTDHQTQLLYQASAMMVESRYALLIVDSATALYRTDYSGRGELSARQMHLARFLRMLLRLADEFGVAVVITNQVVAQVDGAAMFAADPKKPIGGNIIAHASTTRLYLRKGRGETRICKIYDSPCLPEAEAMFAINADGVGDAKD
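Test system – preformed human Rad51 ssDNA filaments · Reagent – Donor/quencher-labelled 47-bp dsDNA substrate · Incubation – 37 °C 15-min filament assembly, 30-min compound preincubation, 15-min exchange · Signal – FRET fluorescence dequenching, excitation 485 nm, emission 520 nm · Read-out – percent inhibition from fluorescence, normalised to plate control and blank means · Benchmarks – plate control and blank wells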
EBV gp42 inh: EBV gp42 inhibition; Q1HVG2; Fluorescence polarization binding assay, mP read-out; inhibition, % (tested at 21.74 µM); 220,000 compounds, 0.42% hits; in the data active = inhibition above about 50%
Target sequence (Q1HVG2 whole entry, looked up): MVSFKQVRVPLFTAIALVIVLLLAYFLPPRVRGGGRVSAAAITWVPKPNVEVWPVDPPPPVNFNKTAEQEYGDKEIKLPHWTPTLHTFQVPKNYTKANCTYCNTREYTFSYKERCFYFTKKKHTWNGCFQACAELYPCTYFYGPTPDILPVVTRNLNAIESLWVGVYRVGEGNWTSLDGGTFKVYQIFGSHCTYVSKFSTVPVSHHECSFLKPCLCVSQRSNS
Cl transport mod: modulators of human KCC2 chloride dependent transport. AID 1456. 190,000 compounds, 2.2% hits. KCC2 cells, thallium flux FluoZin-2 fluorescence. B-score of Tl+ flux slope (higher = more flux/activation; lower = inhibition) at 10 µM. Q9H2X9;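 active = thallium flux slope and its plate-corrected score both differing from the plate sample mean at a set confidence after two filtering rounds, in either direction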;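 also: slope of fluorescence scaled to starting intensity during 10 to 20 s after thallium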
TNF necrop inh: TNF-alpha cell death inhibition in Jurkat FADD-/- cells | Jurkat FADD-/- TNF necroptosis rescue, ATP luminescence, 24 h; 0 = TNF only, 100 = no-TNF cells | activation (protection from cell death), % at 10 µM | 220,000 compounds, 0.068% hits;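 active = activation, meaning protection from cell death, of at least 50% relative to plate controls; inactive = activation below 50%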;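 also: necroptosis triggered by 40 ng/mL TNF-alpha added together with compound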
eIF4E 4G PPI: blocks eIF4E binding to eIF4G | P63073+Q04637 | TR-FRET eIF4E-eIF4GI(517-606) binding, 2 h | inhibition, % at 21.7 µM | 220,000 compounds, 0.37% hits;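 active = inhibition above about 30%, limit read from the data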;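 also: 0% = full FRET control wells and 100% = background wells lacking eIF4GI fragment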
Starred values were filed as active, the others as inactive; i = inactive; / = not tested or not shown; [ ] = dose if it differs, or a comment. Hits appear at their usual frequency. About 3.6% of those tested had a hit in this group.

Field names: A = m-calpain inh; B = zVAD death inh; C = Mdm2 ligase inh; D = PERK inhibitor; E = Rad51 HR inh; F = EBV gp42 inh; G = Cl transport mod; H = TNF necrop inh; I = eIF4E 4G PPI
1) Cc1ccc(S(=O)(=O)NCC(=O)N(CC(=O)NCc2ccco2)Cc2ccco2)cc1
  A: -51	B: 5.3	C: -6	D: 0.5	E: 1	F: -4	G: 0.71	H: 1.0	I: -3

2) Fc1cccc(Nc2ncnc3[nH]ncc23)c1
  A: -16	B: 9.8	C: -9	D: -0.3	E: -3	F: -13	G: -0.085	H: 0.6	I: 3

3) C=CCCCCCCCCc1nc(SCC(C)=O)n[nH]1
  A: -15	B: 0.2	C: -4	D: 2.0	E: /	F: -7	G: -0.0019	H: -0.9	I: -1

4) COc1ccc(-c2nc(C#N)c(N3CCOCC3)o2)cc1OC
  A: i	B: 5.3	C: 4	D: -0.3	E: -2	F: -13	G: -0.058	H: -1.9	I: /

5) Cc1nc2c(-c3ccc(F)cc3)c(C)nn2c(C)c1CCC(=O)NCCN1CCOCC1
  A: -11	B: -0.7	C: -4	D: 0.4	E: -5	F: -15	G: /	H: 0.3	I: -4

6) C(=Nc1ccc(Nc2ccccc2)cc1)c1ccc2ccccc2c1
  A: 4	B: 9.3	C: 8	D: 0.4	E: -34	F: -23	G: -2.2	H: -4.8	I: 20

7) COc1ccccc1C(=O)N1CCN=C1c1ccccc1
  A: 26	B: -0.7	C: -12	D: 0.3	E: 0	F: 3	G: 1.6	H: -1.7	I: -5

8) C=CCOc1ccc2c(c1)C(=NO)c1cc(OCC=C)ccc1-2
  A: 15	B: 0.3	C: -7	D: 1.4	E: 5	F: 9	G: /	H: 1.5	I: 3

9) CCOC(=O)CC1C(=O)NCCN1Cc1cccc(C(F)(F)F)c1 (centres undefined)
  A: 10	B: -0.3	C: -9	D: -1.3	E: 2	F: 7	G: /	H: 0.1	I: -1

10) O=C(NCCCN1CCOCC1)c1ccc(CS(=O)(=O)Cc2ccccc2Cl)o1
  A: -14	B: 0.6	C: -10	D: 1.7	E: -9	F: -10	G: /	H: 0.7	I: -1[fluorescence artefact?]

11) O=C(CSc1ncnc2sc(-c3ccccc3)cc12)NC1CCS(=O)(=O)C1 (centres undefined)
  A: 1	B: 70	C: -19	D: -0.4	E: 6	F: 5	G: 1.9	H: -1.1	I: 6

12) CCOC(=O)C1CCN(CCC(=O)Nc2cccc(C)c2)CC1
  A: -7	B: -0.4	C: 4	D: 0.9	E: 10	F: -17	G: 0.41	H: 1.5	I: 4

13) CC(=O)Nc1cccc(Oc2ncnc3scc(-c4ccccc4)c23)c1
  A: -9	B: 0.5	C: -17	D: 0.2	E: -3	F: -1	G: -0.57	H: -9.5	I: 1

14) C=CCc1c(C)[nH]c2ccc(C)cc2c1=O
  A: -9	B: 0.3	C: -5	D: -0.1	E: -2	F: -7	G: /	H: -1.1	I: -9

15) C/C=C(\C)C(=O)NCCN1C2=NC[C@H](Cc3ccc(O)cc3)N2C[C@H]1Cc1ccc(O)cc1
  A: 25	B: 0.4	C: /	D: 0.7	E: -4	F: -13	G: -2.4	H: -0.2	I: 2

16) COC(=O)c1ccccc1NC(=O)N1CCN(c2ccc(OC)cc2)CC1
  A: -5	B: 1.0	C: -14	D: 0.1	E: 9	F: 2	G: -0.64	H: -0.9	I: 7

17) COc1ccc(CCN(Cc2cccs2)S(=O)(=O)c2ccc(-n3cnnn3)cc2)cc1OC
  A: 31	B: -0.3	C: -21	D: -0.5	E: /	F: 7	G: /	H: -9.3	I: -16

18) CCCC(=O)Nc1ccc(C(=O)NNC(=O)c2cccs2)cc1
  A: -5	B: 0.0	C: -19	D: 0.7	E: 0	F: -9	G: /	H: -2.6	I: 1

19) CC12CCCCN1CCCc1c2[nH]c2ccccc12 (centres undefined)
  A: 15	B: 1.0	C: -15	D: 0.5	E: 3	F: 14	G: 8.2*	H: -0.1	I: -3

20) O=C(Nc1ccc(N2CCN(C(=O)c3ccccc3)CC2)c(Cl)c1)c1ncn[nH]1
  A: -41	B: -0.9	C: /	D: 1.4	E: 5	F: -5	G: -1	H: 2.2	I: -12

21) CCNC(=O)COC(=O)c1cc(=O)[nH]c2ccccc12
  A: -72	B: 0.2	C: -5	D: 0.4	E: 10	F: -6	G: 0.97	H: -0.8	I: 0

22) O=C(N/N=C/c1cc(Br)ccc1O)C(c1ccncc1)N1CCOCC1 (centres undefined)
  A: -186	B: 0.9	C: 5	D: 1.5	E: 2	F: -27	G: 0.55	H: -4.0	I: 14[fluorescence artefact?]

23) Cc1c(C(=O)OCC(=O)Nc2ccc(C(N)=O)cc2)cccc1[N+](=O)[O-]
  A: 0	B: 0.9	C: 0	D: 1.8	E: 9	F: -16	G: -0.11	H: 0.9	I: 3

24) COc1ccc(/C=N/OC/C(O)=C(\C#N)c2nc3ccccc3[nH]2)cc1
  A: -35	B: 1.4	C: -15	D: 0.3	E: -10	F: -9	G: -0.71	H: 0.5	I: 1

25) Cc1nn(-c2ccccc2)c(=S)c2ccccc12
  A: 17	B: 0.1	C: 6	D: 0.9	E: 5	F: -25	G: -0.37	H: -1.2	I: 1

26) Cc1cc(NC(=O)c2cc(-c3ccc4c(c3)OCO4)on2)n(-c2ccccc2)n1
  A: -37	B: 0.7	C: -15	D: -0.3	E: -20	F: -19	G: /	H: 0.6	I: -1

27) Fc1ccc(NC(=S)NC23CN4CN(CN(C4)C2)C3)cc1
  A: -7	B: 0.5	C: 0	D: 0.9	E: 1	F: -15	G: -0.23	H: 0.8	I: 4

28) COCCn1c(CCC(=O)O)ccc1-c1cccs1
  A: -73	B: -0.1	C: 4	D: -0.1	E: 3	F: 10	G: -0.0028	H: 0.1	I: -1

29) COc1ccc(C(=O)NNC(=O)Cn2nnc(-c3ccc(OC)c(OC)c3)n2)cc1
  A: -32	B: 5.2	C: 0	D: -0.3	E: -101	F: -1	G: 0.028	H: 0.4	I: -2

30) N#Cc1c(N)nc2c(c1-c1ccc(F)cc1)c(=O)nc1sccn12
  A: -21	B: 0.5	C: -8	D: 0.5	E: 3	F: -12	G: -0.92	H: -2.9	I: -1

Arranged by molecular weight (descending): 11 of the compounds above
Field names: A = m-calpain inh; B = zVAD death inh; C = Mdm2 ligase inh; D = PERK inhibitor; E = Rad51 HR inh; F = EBV gp42 inh; G = Cl transport mod; H = TNF necrop inh; I = eIF4E 4G PPI
22) O=C(N/N=C/c1cc(Br)ccc1O)C(c1ccncc1)N1CCOCC1 (centres undefined)
  A: -186	B: 0.9	C: 5	D: 1.5	E: 2	F: -27	G: 0.55	H: -4.0	I: 14[fluorescence artefact?]

29) COc1ccc(C(=O)NNC(=O)Cn2nnc(-c3ccc(OC)c(OC)c3)n2)cc1
  A: -32	B: 5.2	C: 0	D: -0.3	E: -101	F: -1	G: 0.028	H: 0.4	I: -2

26) Cc1cc(NC(=O)c2cc(-c3ccc4c(c3)OCO4)on2)n(-c2ccccc2)n1
  A: -37	B: 0.7	C: -15	D: -0.3	E: -20	F: -19	G: /	H: 0.6	I: -1

16) COC(=O)c1ccccc1NC(=O)N1CCN(c2ccc(OC)cc2)CC1
  A: -5	B: 1.0	C: -14	D: 0.1	E: 9	F: 2	G: -0.64	H: -0.9	I: 7

23) Cc1c(C(=O)OCC(=O)Nc2ccc(C(N)=O)cc2)cccc1[N+](=O)[O-]
  A: 0	B: 0.9	C: 0	D: 1.8	E: 9	F: -16	G: -0.11	H: 0.9	I: 3

24) COc1ccc(/C=N/OC/C(O)=C(\C#N)c2nc3ccccc3[nH]2)cc1
  A: -35	B: 1.4	C: -15	D: 0.3	E: -10	F: -9	G: -0.71	H: 0.5	I: 1

18) CCCC(=O)Nc1ccc(C(=O)NNC(=O)c2cccs2)cc1
  A: -5	B: 0.0	C: -19	D: 0.7	E: 0	F: -9	G: /	H: -2.6	I: 1

27) Fc1ccc(NC(=S)NC23CN4CN(CN(C4)C2)C3)cc1
  A: -7	B: 0.5	C: 0	D: 0.9	E: 1	F: -15	G: -0.23	H: 0.8	I: 4

28) COCCn1c(CCC(=O)O)ccc1-c1cccs1
  A: -73	B: -0.1	C: 4	D: -0.1	E: 3	F: 10	G: -0.0028	H: 0.1	I: -1

21) CCNC(=O)COC(=O)c1cc(=O)[nH]c2ccccc12
  A: -72	B: 0.2	C: -5	D: 0.4	E: 10	F: -6	G: 0.97	H: -0.8	I: 0

25) Cc1nn(-c2ccccc2)c(=S)c2ccccc12
  A: 17	B: 0.1	C: 6	D: 0.9	E: 5	F: -25	G: -0.37	H: -1.2	I: 1

Following part:
Field names: A = m-calpain inh; B = zVAD death inh; C = Mdm2 ligase inh; D = PERK inhibitor; E = Rad51 HR inh; F = EBV gp42 inh; G = Cl transport mod; H = TNF necrop inh; I = eIF4E 4G PPI
31) C=CCOc1cccc(CNn2nnnc2N)c1
  A: 27	B: -0.7	C: -12	D: 1.0	E: -2	F: -12	G: /	H: 1.2	I: 3

32) CCOc1ccc2nc(NC(NC(=O)CC)(C(=O)OC)C(F)(F)F)sc2c1 (centres undefined)
  A: 8	B: 0.1	C: -11	D: -0.5	E: 8	F: -7	G: -0.29	H: 2.4	I: 2

33) Cc1ccc(NC(=O)OCC(F)(F)C(F)F)cc1NC(=O)OCC(F)(F)C(F)F
  A: 15	B: 3.8	C: -7	D: 1.4	E: -11	F: -16	G: /	H: 2.2	I: -10

34) Cc1cc(=O)oc2cc(OCC(=O)NCc3cccnc3)ccc12
  A: -12	B: 0.1	C: -9	D: 1.1	E: 10	F: -24	G: -1.3	H: -0.8	I: -1

35) O=c1oc2ccccc2nc1/C=C(\O)c1ccc(Br)cc1
  A: 18	B: 52	C: -5	D: 2.0	E: -44	F: 64*	G: -1	H: 20	I: 6

36) O=C(CSc1ncccc1C(=O)O)c1ccccc1F
  A: 7	B: 4.0	C: -11	D: 1.4	E: -2	F: -12	G: 0.31	H: 1.5	I: 10

37) CC(=O)c1ccccc1OCCCN1CCCCC1
  A: -51	B: -1.1	C: -16	D: -0.6	E: 8	F: 1	G: /	H: 0.4	I: -6

38) CCc1ccc(OCC(=O)NC(NC(=S)Nc2ccc(Cl)cc2)C(Cl)(Cl)Cl)cc1 (centres undefined)
  A: -6	B: 1.8	C: -5	D: 0.4	E: 8	F: 4	G: 1.5	H: 1.3	I: 12

39) COc1ccnc(N=CNOCc2ccc(Cl)cc2)c1C#N
  A: -36	B: 0.2	C: /	D: 0.5	E: 6	F: -11	G: /	H: 2.8	I: -7

40) Cc1cc2ccccc2n1CCNC(=O)c1ccc(Br)o1
  A: -3	B: 0.0	C: -8	D: 1.2	E: -4	F: 22	G: 0.083	H: -0.8	I: -1

41) CCN(CC)S(=O)(=O)c1ccc(-c2nnc(SCC(=O)N3c4ccccc4CC3C)n2CC)cc1 (centres undefined)
  A: 8	B: 0.0	C: -5	D: -0.6	E: -8	F: -14	G: -0.52	H: 1.5	I: -2

42) CCOC(=O)C(=CNc1cccnc1Oc1ccc(C)c2c1CCC2)C(=O)OCC
  A: 11	B: 0.1	C: -13	D: 1.8	E: -7	F: -3	G: -2.3	H: -3.2	I: 8
